Source: PubChem BioAssay
mouse EphA4 binding: inhibitors of EphA4 binding to KYL peptide, primary screen, biochemical, colorimetric, mouse EphA4 (AID 689); inhibition, % at 10 µM, or IC50 in µM where a hit was titrated; 62,000 tested, 0.1% active; EphA4-AP binding to KYL peptide, pNPP A405; higher % means a stronger effect; in the data active = a potency from the dose series; inactive = the rest, 99 in 100 with inhibition below about 22%
The depositor's hits bear a star; & = joins results of further samples. These rows are one share of the data. The share of hits here may be higher or lower than overall.

mouse EphA4 binding | mol
8% | Cc1ccc(N2C(=O)/C(=C/c3cc(C)n(C)c3C)C(=O)NC2=S)c(C)c1
-2% | Cc1ccn2cc(CNC(=O)c3ccc(Br)o3)nc2c1
-8% | Cc1ccc(C)c(-n2nnnc2SCC(=O)c2ccc3c(c2)NC(=O)CO3)c1
-11% | CC(SC1CCCC1)C(=O)Nc1ccnn1C(C)C (stereo not drawn)
2% | COc1ccnc(Oc2ccc3ccccc3c2)c1C#N
0% | CCCC(C)C(=O)Nc1nc(C)c(-c2csc(Nc3ccc(Cl)cc3)n2)s1 (stereo not drawn)
-4% | O=C(Nc1ccccn1)c1ccc(NC(=O)c2ccco2)cc1
-3% | O=C(CN1CCN(Cc2cccc(Cl)c2)C1=O)NCC1CCCO1 (stereo not drawn)
-2% | Cc1cccc(S(=O)(=O)N2CN(Cc3ccco3)c3nc4ccccc4nc32)c1
1% | COc1ccc(CN(C(=O)c2ccco2)C2CC(C)N(C)CC2C)cc1 (stereo not drawn)
-3% | CC(C)c1nnc(NC(=O)CCC(=O)NC2CCCCCCC2)s1
-18% | O=C1c2ccccc2C(=O)N1CC#CCN1CCN(C2CCCCC2)CC1
4% | O=C(COc1cccc(NC(=O)c2cccc([N+](=O)[O-])c2)c1)c1ccc(Br)cc1
-7% | Cc1oc2c(CN3CCCC3)c(O)ccc2c(=O)c1-c1ccc(Cl)cc1
-1% | Cc1ccccc1NC(=O)c1cccc(OCc2c(C)noc2C)c1
-8% | COc1cc2c(cc1NC(=O)CSc1ccccn1)oc1ccccc12
-10% | Cc1cc(C)n(-c2cc(=O)n(C)c(=O)n2C)n1
5% | O=C(/C=C/c1ccc(Br)cc1)NC(=S)NCCCN1CCOCC1
6% | CCN(CC)S(=O)(=O)c1cccc(-c2nnc(SCc3nnc(-c4cccs4)o3)n2N)c1
-4% | O=C(c1nn2c(C(F)(F)F)cc(-c3ccc(F)cc3)nc2c1Cl)N1CCOCC1
-1% | Cc1ccc(S(=O)(=O)c2nc(-c3ccccc3)oc2NCc2cccnc2)cc1
10% | CS(=O)(=O)N(CC(=O)N/N=C/c1cc2c(cc1Br)OCO2)c1ccccc1Br
-8% | Cc1ccc(COc2ccc3c4c(c(=O)oc3c2)CCC4)cc1
-1% | COc1cccc2cc(C(=O)C3=C(O)C(=O)N(CCN4CCOCC4)C3c3cccs3)oc12 (stereo not drawn)
-12% | O=C1C=C(Nc2ccc(Cl)cc2)C(=O)N1c1cccc(C(F)(F)F)c1
7% | COc1ccccc1-n1c(=O)[nH]c2c(C(N)=O)nc(C3CCCCC3)nc21
-4% | c1ccc(-n2nnnc2SCc2cccc3nsnc23)cc1
-14% | Cc1ccccc1N(C(=O)CCC(=O)Nc1ccccn1)C(C(=O)NC(C)C)c1ccc(O)cc1 (stereo not drawn)
-7% | Cc1ccc(S(=O)(=O)N2CCN(S(=O)(=O)c3ccc(C)cc3)C2c2ccc(N(C)C)cc2)cc1
-5% | CCc1ccc(OCC(=O)Nc2nc(-c3ccccc3)cs2)cc1

Reformatted: results already given.
molecule,mouse EphA4 binding
Cc1cc(C)n(-c2cc(=O)n(C)c(=O)n2C)n1,-10%
CS(=O)(=O)N(CC(=O)N/N=C/c1cc2c(cc1Br)OCO2)c1ccccc1Br,10%

Later entries.
mouse EphA4 binding | mol
-2% | COc1ccc(Cn2c(C3CC3)nc3ccc(NC(=O)C4CC4)cc3c2=O)cc1
-4% | Cc1ccccc1NC(=O)c1ccccc1NS(=O)(=O)c1cccc2cccnc12
-11% | Fc1ccccc1NC(=S)NCCc1ccccc1
-5% | C(=N\n1cnnc1)/c1ccc2c(c1)OCO2
-21% | O=C(NCC1CCCO1)C1CCN(S(=O)(=O)c2cccnc2)CC1 (stereo not drawn)
6% | O=C1/C(=C/c2cccnc2)Oc2cc(OS(=O)(=O)c3ccc(Cl)cc3)ccc21
-1% | CCN1CCN(c2nc3sc4c(c3c3ncnn23)CC(C)CC4)CC1 (stereo not drawn)
-3% | COCC(=O)OCn1nnc2ccccc2c1=O
-23% | Cc1cc(C(=O)OCC(=O)NC(=O)NC(C)(C)C)c(C)o1
-7% | Cc1cc(C(=O)OCC(=O)Nc2ccccc2F)c(C)o1
4% | COc1ccc(OCC(=O)OCCN2C(=O)c3ccccc3C2=O)cc1
-5% | CCC(C)(C)n1nnnc1C(CC(C)C)N1CCC(C(N)=O)CC1 (stereo not drawn)
-10% | N=c1n(CCN2CCCCC2)c2ccccc2n1CC(O)c1cccc(Br)c1 (stereo not drawn)
-9% | CC(C)CNC(=O)c1cccc(Cn2cc(Cl)cn2)c1
-1% | CN1c2ccccc2C(C)(C)C12C=Cc1cc(O)ccc1O2 (stereo not drawn)
-2% | N#Cc1cccc(NC(=O)COc2ccc(-n3ccnc3)cc2)c1
-4% | Cc1nnc2ccc(Oc3ccc(-c4ccccc4)cc3)nn12
-13% | CC(=O)N1CCN(C(=O)CNc2cc(C(F)(F)F)ccc2OCC(F)(F)F)CC1
2% | CCOc1cc(C(=O)OCC(=O)c2c(C)[nH]c3ccccc23)ccc1OCC(=O)N1CCOCC1
-8% | O=C(C/C=N/OCc1ccc(Cl)cc1Cl)c1ccccc1
9% | COc1ccccc1CNC(=O)C1CCN(c2nc3ccccc3o2)CC1
-11% | CCOC(=O)C1CCCCN1Cc1ccc(C(F)(F)F)cc1 (stereo not drawn)
0% | COc1ccc(C2Sc3nncn3N2Cc2ccc(C#N)cc2)cc1 (stereo not drawn)
-8% | O=C(N/N=C/c1ccc2c(c1)OCO2)/C(=C/c1ccc2c(c1)OCO2)NC(=O)c1ccccc1
-6% | CN(C)c1ccc(P(=O)(OC2CCCCC2)C(O)c2cccnc2)cc1 (stereo not drawn)
-4% | CCc1c(C)nc(SCC(=O)c2cccs2)c(C#N)c1C
-4% | Clc1ccccc1-c1nc(N2CCCC2)c2ccccc2n1
4% | O=C1/C(=N\O)Cc2ccccc21
-6%&-6% | COC(=O)c1c(C)oc2cc(Br)c(OCC(=O)C(C)(C)C)cc12
-4% | O=C(Nc1ccc(Cl)cn1)c1ccc2c(c1)OCCO2
-1% | CCOc1ccc(NC(=O)CC2S/C(=N\N=C3/CCCc4ccccc43)NC2=O)cc1 (stereo not drawn)
-2% | CCC1=NNc2cccc3c(OC)ccc1c23
0% | CCC(CC)C(=O)Nc1cccc(C(=O)NCCc2ccc(S(N)(=O)=O)cc2)c1
-18% | CCn1c(SCC(N)=O)nnc1-c1ccc(OC)c(OC)c1
-6% | Cc1cc(NS(=O)(=O)c2ccc(NC(=O)c3cc(Cl)cc(Cl)c3)cc2)no1
-3% | CC1CCN(S(=O)(=O)N2CCC(C(=O)N3CCC(N(C)CC4CCCO4)CC3)CC2)CC1 (stereo not drawn)
-14% | CCOC(=O)c1c(-c2ccccc2)oc2ccc(OCC(=O)c3ccc(OC)cc3)cc12
-2% | CC(C)C(=O)N/N=C/c1ccc(OCc2ccccc2)cc1
6% | CCC(=O)N1CCc2cc(S(=O)(=O)NC(C(=O)Nc3cccc(C)n3)C(C)C)ccc21 (stereo not drawn)
-5% | CC1(C)Cc2[nH]c(=O)c(C#N)cc2CS1
-4% | COc1ccc(NC(=O)CSc2nnc(-c3ccccn3)n2N)c(OC)c1
0% | CCOc1cccc2c1N(C(=O)Cc1ccc(F)cc1)C(C)(C)c1ssc(=S)c1-2
-13% | CSc1nc(-c2ccc(C)cc2)[nH]c1S(=O)(=O)c1ccccc1
2% | O=C1N=C(N2CCOCC2)S/C1=C\C=C/c1ccccc1
2% | COCCNc1nnc(SCC(=O)c2ccc3c(c2)OCO3)s1
-4% | COc1ccc(CNS(=O)(=O)c2ccc(C)cc2)cc1
-20% | CCOC(=O)C(C)n1cnc2sc3c(c2c1=O)CCC3 (stereo not drawn)
6% | Cc1ccc(C(=O)N/N=C/c2ccc(S(=O)(=O)O)o2)c(Cl)c1
-7% | COc1cc(/C=N/NC(N)=O)c(Br)cc1OCC(=O)Nc1ccccc1C
-4% | NC(=O)c1ccccc1NC(=O)c1ccccc1F
-7% | C/C(=N\NC(=O)c1cccc(Br)c1)c1cccc(NC(=O)c2ccc(C)o2)c1
7% | CCOc1ccccc1NC(=O)Cc1ccccc1
-9% | CCCCN(C)S(=O)(=O)c1ccc(C(=O)Nc2nnc(CSC)o2)cc1
-6% | CN(C)/C=N/c1c(C(=O)NCc2ccccc2)nnn1Cc1ccccc1
-5% | COC(=O)c1cccc(COC(=O)CNC(=O)c2ccco2)c1
-5% | COc1cnc(-c2ccccc2)nc1Oc1cccc(C)c1
-4% | CCc1c(C(=O)NC2CCCCC2)[nH]c(C)c1C(C)=O
3% | CCC(C(=O)NCc1ccccc1)c1ccccc1 (stereo not drawn)
-16% | O=C(/C=C/c1ccco1)NC(=S)Nc1ccccc1N1CCOCC1
-9% | Nc1cccc(NC(=O)c2ccco2)c1

Not a retest: an excerpt of the list.
mouse EphA4 binding | mol
-4% | COc1ccc(CNS(=O)(=O)c2ccc(C)cc2)cc1
-20% | CCOC(=O)C(C)n1cnc2sc3c(c2c1=O)CCC3 (stereo not drawn)
6% | Cc1ccc(C(=O)N/N=C/c2ccc(S(=O)(=O)O)o2)c(Cl)c1
-7% | COc1cc(/C=N/NC(N)=O)c(Br)cc1OCC(=O)Nc1ccccc1C

Following part.
mouse EphA4 binding | mol
-2% | COc1cccc(C(=O)CSc2nnnn2C)c1
-26% | Cc1c(N/C=C/C(=O)c2ccc(Cl)cc2)c(=O)n(-c2ccccc2)n1C
-4% | O=C(Cc1ccc(Cl)cc1)Nc1cccnc1
-2% | CCN1CCN(Cc2ccc(OCc3ccccc3)c(OC)c2)CC1
-10% | CCOC(=O)N1CCN(C(c2cccc(OC)c2)c2sc3nc(C)nn3c2O)CC1 (stereo not drawn)
-2% | COc1ccc(C2=NN(C(=O)CCC(=O)O)C(c3cccs3)C2)cc1 (stereo not drawn)
30% | COc1ccc2ccccc2c1C1CC(=O)N2CN(C3CCCCC3)CSC2=C1C#N (stereo not drawn)
-13% | Cn1c(C(C#N)C(=O)c2sc3ccccc3c2Cl)nc2ccccc21 (stereo not drawn)
-6% | COc1ccc(C(C)=O)cc1CSCCC(=O)O
-4% | Cn1cc([N+](=O)[O-])cc1-c1nc2ccccc2n1C
-12% | Cc1ccnc(NC(=O)c2cccc(NC(=O)COc3ccccc3)c2)c1
4% | COC(=O)CSc1nnc(CNC(=O)c2ccccc2OC)n1C
-4% | Cn1c(=O)cc(SCC(=O)Nc2cccnc2)c2ccccc21
-3% | Cn1cnnc1SC(C(=O)Nc1ccc(F)cc1)c1ccccc1 (stereo not drawn)
-3% | CC(C)Cn1c(-c2csc3ccccc23)n[nH]c1=S
-1% | COc1ccc(C(=O)CSc2nnc(COc3ccccc3)n2Cc2ccco2)cc1
-9% | CN(C)/C=C1/C=C(c2ccccc2)OC1=O
1% | Clc1ccc2c(c1)CCc1cccnc1C2=C1CCNCC1
-12% | CCOC(=O)c1[nH]c2ccc(OC)cc2c1NC(=O)c1cccc(OC)c1
-12% | Cc1ccnc(SCC(=O)Nc2c(C)n(C)n(-c3ccccc3)c2=O)n1
-6% | COc1ccc(NC(=O)C2CCCN(S(=O)(=O)c3ccc4c(c3)oc(=O)n4C)C2)cc1OC (stereo not drawn)
-9% | OC(COc1c(F)cc(Br)cc1F)CN1CCN(c2ccc(F)cc2)CC1 (stereo not drawn)
-10% | c1csc(-c2cnc3ccccc3n2)c1
1% | Cn1c(SCC(=O)c2ccccc2)nnc1-c1cccnc1
-8% | c1cncc(-c2nnc3n2C2(CCCCC2)Cc2ccccc2-3)c1
-7% | Nc1nonc1C(=O)NCCN=Cc1ccccc1O
1% | COc1ccc(OCCOCCN2CCOCC2)cc1
-10% | O=C(CN1CCOCC1)Nc1ccc(C2CCCCC2)cc1
-5% | c1ccc(-c2n[nH]c3c2CCC3)cc1
-22% | COc1cccc(N(C(=O)Cn2nnc(-c3ccc(C)cc3)n2)C(C(=O)NC(C)(C)C)c2c[nH]c3ccccc23)c1 (stereo not drawn)

7 compounds picked at random from the list so far, as already listed:
mouse EphA4 binding | mol
-22% | COc1cccc(N(C(=O)Cn2nnc(-c3ccc(C)cc3)n2)C(C(=O)NC(C)(C)C)c2c[nH]c3ccccc23)c1 (stereo not drawn)
-6% | COc1ccc(NC(=O)C2CCCN(S(=O)(=O)c3ccc4c(c3)oc(=O)n4C)C2)cc1OC (stereo not drawn)
-12% | Cc1ccnc(SCC(=O)Nc2c(C)n(C)n(-c3ccccc3)c2=O)n1
-8% | c1cncc(-c2nnc3n2C2(CCCCC2)Cc2ccccc2-3)c1
-12% | CCOC(=O)c1[nH]c2ccc(OC)cc2c1NC(=O)c1cccc(OC)c1
-9% | CN(C)/C=C1/C=C(c2ccccc2)OC1=O
1% | Cn1c(SCC(=O)c2ccccc2)nnc1-c1cccnc1

Additional structures follow.
mouse EphA4 binding | mol
-8% | Cc1cc(C)c(S(=O)(=O)NCc2cn3c(C)csc3n2)c(C)c1
-12% | COc1ccc(Nc2ncc(C(=O)N3CCC(C(N)=O)CC3)c3ccccc23)cc1
-2% | O=C(COC(=O)C12CC3CC(CC(O)(C3)C1)C2)NC(=O)NCc1ccco1
-18% | NC(=O)c1ccccc1NS(=O)(=O)Cc1ccccc1
8% | COc1ccc(N(CC(=O)O)S(=O)(=O)c2ccccc2)cc1
-1% | CN(C)CCCN1C(=O)C(=O)/C(=C(/O)c2ccc3c(c2)OCCO3)C1c1ccco1 (stereo not drawn)
-4% | O=C1CC(c2ccccc2Cl)C2=C(COC2=O)N1 (stereo not drawn)
-6% | CCN1CCN(C(=O)Cn2c(=O)sc3ccccc32)CC1
-16% | Cc1ccc(NS(=O)(=O)c2ccc(NC(=O)CSc3ccc(Cl)cc3)cc2)c(C)c1
10% | O=C1OC2(CCCCC2)OC(=O)C1=CNc1nccs1
-12% | O=C1CC(NCCC2=CCCCC2)C(=O)N1c1cccc(Cl)c1Cl (stereo not drawn)
-8% | C/C(Cn1nc([N+](=O)[O-])cc1C)=N\NC(=O)c1ccc(C(C)(C)C)cc1
-2% | CCC(=O)c1ccc(OCC(O)Cn2cnc3ccccc32)cc1 (stereo not drawn)
-12% | COC(=O)c1ccccc1NC(NC(=O)c1ccco1)C(=O)c1ccc(C)cc1 (stereo not drawn)
